# Pol iota inh: inhibitors of human DNA polymerase iota; actives 1% (n = 390,000); Pol iota fluorescent replication assay, 10 min; AID 588590; Potency, µM (doses to about 115 µM), for inactives: top-dose activity, negative = inhibition, usual class: inhibitors; Q9UNA4
#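 Pol iota at 10 nM preincubated 15 min with compounds at room temperature; reaction started with fluorescent substrate, 50 nM final. Fluorescence read kinetically at 0 and 10 min; buffer-only wells as negative control.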
# JMJD2A Tudor inh: JMJD2A Tudor domain (human) inhibition. actives 4.4% (n = 390,000). O75164. Potency, µM (top dose mostly 114 µM), for inactives: top-dose activity change, negative = inhibition, most hits filed as inhibitors. AID 504339. AlphaScreen JMJD2A-Tudor / H3K4me3 peptide binding; note: % is set by controls: 0 for no effect and ±100 for the full control effect; nearly all actives have a fitted effect of over 50% in size
# PGK inhibitor: inhibitors of T. brucei phosphoglycerate kinase; P07378; PGK/GAPDH coupled, Kinase-Glo luminescence, 60 min; Potency, µM (highest dose often 57.5 µM), for the others: at the highest dose activity change, negative = inhibition, hits mostly inhibitors; actives 0.043% (n = 380,000); AID 602233; note: % is set by controls: 0 for no effect and ±100 for the full control effect; nearly all actives have a fitted effect of over 60% in size
#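 Luminescent ATP detection (Kinase-Glo Plus) follows a 60-minute room-temperature incubation, with wells lacking PGK as controls. Buffer: 100 mM TEA (pH 7.6), 5 mM MgCl2, 0.01% Tween-20. Coupling enzyme GAPDH (100 nM final) supplies unstable 1,3-BPG in-well.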
# G9a block: G9a (human) methyltransferase inhibition | G9a H3K9 monomethylation, AlphaScreen, 2 h | AID 504332 | Potency, µM (highest dose often 102 µM), for inactives: at the highest dose activity, negative = inhibition, actives largely listed as inhibitors | Q96KQ7 | actives 8.8% (n = 350,000); note: % is set by controls: 0 for no effect and ±100 for the full control effect; nearly all actives have a fitted effect of over 75% in size
#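 AlphaScreen detection with an anti-monomethyl H3K9 antibody quantified product after a 2 h room-temperature reaction containing 500 nM biotinylated H3K9 peptide, 20 µM SAM and 20 nM enzyme, which had been preincubated 15 min with compound.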
# GLS inhibitor: blocks human kidney-isoform glutaminase activity; GLS enzymatic activity, qHTS titration; actives 0.21% (n = 410,000); Potency, µM (titrated, usually from 45.5 µM), inactives show at the top dose activity change, negative = inhibition, actives largely listed as inhibitors; note: % is set by controls: 0 for no effect and ±100 for the full control effect
#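 hKGA in 45 mM KH2PO4 pH 8.2, 0.02% Tween-20 with pin-transferred compounds; 1 mM L-glutamine (stock) plus glutamate oxidase/HRP/Amplex Red coupling added. Fluorescence read initially and after 30 min at RT.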
# Pin1 inh: blocks the human prolyl isomerase Pin1; Q13526; Potency, µM (series often up to 115 µM), for inactives: at the highest dose activity, negative = inhibition, actives largely listed as inhibitors; actives 0.009% (n = 390,000); Pin1 FP peptide displacement, HiFluor488, 10 min; active = well fitted inhibition curve with a large enough effect in the polarisation, with a control signal flat, not every such curve was filed as active; inconclusive = small, poorly fitted or top-dose-only effect, or effect the other way, or a change in a side signal; inactive = no such curve, though single readings can be large or run the other way; the % refers to the polarisation; note: % is set by controls: 0 for no effect and ±100 for the full control effect
# HP1b chromo inh: inhibitors of HP1-beta chromodomain binding to methylated histone tails; AlphaScreen HP1-beta / biotin-H3K9me3 peptide binding; actives 0.56% (n = 390,000); Potency, µM (top dose mostly 114 µM), without a hit: at the highest dose activity change, negative = inhibition, actives largely listed as inhibitors; P83916; AID 540317; note: nearly all actives have a fitted effect of over 70% in size; inactives centre near 23
#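 HP1-beta protein (50 nM final) preincubated 30 min at room temperature with biotinylated H3(1-18)K9me3 peptide (50 nM) in PBS pH 7.4, 0.01% Tween-20, then compound added for 30 min. AlphaScreen streptavidin donor/nickel chelate acceptor beads (10 ug/mL final), 30 min dark, luminescence read.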
# BAZ2B inh: blocks human BAZ2B; Q9UIF8; AlphaScreen BAZ2B-H3K14Ac peptide displacement; Potency, µM (highest dose often 114 µM), for the others: at the highest dose activity change, negative = inhibition, most hits filed as inhibitors; actives 4.4% (n = 360,000); AID 504333; note: % is set by controls: 0 for no effect and ±100 for the full control effect; nearly all actives have a fitted effect of over 60% in size
# Target sequence (Q9UIF8 whole entry, looked up): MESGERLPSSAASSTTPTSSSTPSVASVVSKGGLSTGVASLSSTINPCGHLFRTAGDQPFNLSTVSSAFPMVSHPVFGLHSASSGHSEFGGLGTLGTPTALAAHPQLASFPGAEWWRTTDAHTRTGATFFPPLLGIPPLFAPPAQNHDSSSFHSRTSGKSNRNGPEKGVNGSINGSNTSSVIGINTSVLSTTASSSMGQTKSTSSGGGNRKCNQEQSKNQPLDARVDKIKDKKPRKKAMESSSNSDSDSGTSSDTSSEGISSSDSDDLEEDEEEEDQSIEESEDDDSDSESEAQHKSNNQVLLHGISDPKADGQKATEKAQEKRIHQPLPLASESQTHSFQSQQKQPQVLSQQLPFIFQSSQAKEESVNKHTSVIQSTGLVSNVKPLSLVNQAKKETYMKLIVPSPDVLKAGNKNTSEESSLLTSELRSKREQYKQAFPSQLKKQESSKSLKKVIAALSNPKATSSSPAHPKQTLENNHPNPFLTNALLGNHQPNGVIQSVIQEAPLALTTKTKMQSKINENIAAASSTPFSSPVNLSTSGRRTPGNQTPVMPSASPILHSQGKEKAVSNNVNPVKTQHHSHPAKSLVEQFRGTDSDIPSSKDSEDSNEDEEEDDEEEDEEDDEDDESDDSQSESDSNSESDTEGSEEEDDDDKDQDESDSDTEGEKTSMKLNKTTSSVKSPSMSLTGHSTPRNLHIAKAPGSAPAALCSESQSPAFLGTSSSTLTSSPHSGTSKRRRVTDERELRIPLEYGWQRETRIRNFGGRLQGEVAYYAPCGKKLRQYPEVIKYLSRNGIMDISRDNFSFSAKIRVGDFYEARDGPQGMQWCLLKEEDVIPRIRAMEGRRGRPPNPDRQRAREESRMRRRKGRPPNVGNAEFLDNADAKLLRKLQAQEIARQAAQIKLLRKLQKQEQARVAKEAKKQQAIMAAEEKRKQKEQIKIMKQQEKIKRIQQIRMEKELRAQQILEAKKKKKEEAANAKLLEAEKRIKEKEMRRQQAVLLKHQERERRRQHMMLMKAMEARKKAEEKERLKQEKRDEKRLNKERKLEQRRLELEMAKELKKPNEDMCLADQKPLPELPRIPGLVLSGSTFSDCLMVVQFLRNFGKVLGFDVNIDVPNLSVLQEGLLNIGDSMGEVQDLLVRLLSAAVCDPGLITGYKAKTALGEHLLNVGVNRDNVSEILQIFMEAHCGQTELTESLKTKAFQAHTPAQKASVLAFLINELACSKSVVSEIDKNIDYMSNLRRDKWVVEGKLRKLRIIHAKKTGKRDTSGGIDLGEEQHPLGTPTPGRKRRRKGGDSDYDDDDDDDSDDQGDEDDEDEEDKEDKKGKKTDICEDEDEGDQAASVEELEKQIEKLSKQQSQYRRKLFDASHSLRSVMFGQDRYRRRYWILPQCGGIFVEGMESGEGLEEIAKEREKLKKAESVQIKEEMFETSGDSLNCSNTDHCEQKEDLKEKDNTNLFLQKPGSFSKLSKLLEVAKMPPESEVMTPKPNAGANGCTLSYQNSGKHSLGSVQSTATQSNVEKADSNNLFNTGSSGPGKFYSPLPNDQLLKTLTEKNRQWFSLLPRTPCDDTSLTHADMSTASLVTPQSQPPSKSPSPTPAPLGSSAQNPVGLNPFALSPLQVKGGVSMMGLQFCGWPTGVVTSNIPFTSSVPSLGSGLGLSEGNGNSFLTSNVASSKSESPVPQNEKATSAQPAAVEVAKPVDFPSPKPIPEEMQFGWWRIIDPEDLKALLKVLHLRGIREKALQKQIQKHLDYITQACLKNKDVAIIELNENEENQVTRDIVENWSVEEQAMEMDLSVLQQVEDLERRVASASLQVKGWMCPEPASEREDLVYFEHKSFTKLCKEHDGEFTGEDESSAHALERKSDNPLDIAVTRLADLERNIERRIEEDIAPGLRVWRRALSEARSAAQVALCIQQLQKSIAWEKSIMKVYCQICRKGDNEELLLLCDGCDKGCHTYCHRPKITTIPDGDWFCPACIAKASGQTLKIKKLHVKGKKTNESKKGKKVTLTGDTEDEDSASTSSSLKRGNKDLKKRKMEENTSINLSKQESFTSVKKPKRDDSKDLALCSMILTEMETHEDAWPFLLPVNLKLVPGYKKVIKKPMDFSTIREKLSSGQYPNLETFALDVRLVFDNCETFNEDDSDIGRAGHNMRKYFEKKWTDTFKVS
#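 Protein-peptide AlphaScreen: BAZ2B 50 nM, b-H3K14Ac 50 nM, 1x PBS pH 7.4 + 0.01% Tween-20. Preincubation 30 min RT; cpd 30 min RT (top 110 uM); beads 20 min RT, light-protected.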
# BLM helicase inh: Bloom syndrome helicase (human) inhibition | P54132 | recombinant BLM DNA unwinding, fluorescence dequenching | Potency, µM (doses to about 56.1 µM), for inactives: top-dose activity change, negative = inhibition, hits mostly inhibitors | actives 0.2% (n = 350,000) | AID 2528;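 note: plate controls were vehicle for no effect and no enzyme for full effect; nearly all actives have a fitted effect of over 35% in size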
# Numbers without * were called inactive; i = inactive; ? = inconclusive; · = no result given; & = joins results of further samples; [ ] = another dose, or the depositor's remark. Unless noted, calls come from the whole dose curve; as a rule, active = well fitted curve in the direction sought with a large enough effect; inconclusive = small, poorly fitted or top-dose-only effect, or another doubt; inactive = no such curve, though single readings can be large; an effect the other way counts as inactive or inconclusive. Potency is the fitted concentration of half-maximal effect. Only part of the results is shown, so the mix of outcomes need not match the whole.
SMILES,Pol iota inh,JMJD2A Tudor inh,PGK inhibitor,G9a block,GLS inhibitor,Pin1 inh,HP1b chromo inh,BAZ2B inh,BLM helicase inh
Cc1ccc(NS(=O)(=O)c2ccc(NC(=O)CN(c3cc([N+](=O)[O-])ccc3C)S(C)(=O)=O)cc2)c(C)c1,10%,?,-5%,-12%[59 µM],4%,5%,-8%,?,-8%
O=C(NNC(=O)c1cc([N+](=O)[O-])ccc1Cl)c1cccs1,12%,-6%,-6%,-6%,0%,1%,12%,-1%,4%
NC(=O)C1CCN(C(=O)c2ccc(F)c(S(=O)(=O)N3CCOCC3)c2)CC1,21%,-3%,-2%,3%[2.33 µM],-1%,-1%,31%,11%,·
S=C(Nc1cc(Cl)ccc1Oc1ccccc1)N1CCN(c2ccccn2)CC1,-21%,-18%,6%,7%,16%,0%,37%,-31%,-7%
CCN(CC)S(=O)(=O)c1ccc2c(c1)N(CC(=O)N1CCN(c3ccc(F)cc3)CC1)C(=O)CO2,12%,-15%,-8%,10%[12.7 µM],5%,2%,13%,2%,3%
CC(C)C[C@@H](CO)N1CCN(Cc2cccnc2)CCC1=O,5%&3%,-7%,3%,-5%,3%,2%,84%[activator],-17%,-3%
COC(=O)c1cc(C(=O)NCc2ccccc2)c(=O)[nH]c1C,3%,-2%,-3%,-15%,-13%,4%,34%,-15%,1%
CCO[C@@H]1OC(C(=O)NCc2ccccc2)=C[C@H](c2ccc(Br)cc2)[C@H]1CCCO,35%[activator],-35%,3%,-4%[59 µM],1%,-8%,9%,-15%,-8%
CCCCCC(=O)Nc1ccc(S(=O)(=O)NC2=NCCCCC2)cc1,32%[activator],5%,-7%,-10%[12.7 µM],0%,0%,33%[activator],2%,·
O=C(Nc1cccs1)Nc1ccc(Br)cc1F,97%[activator],-5%,-3%,-60%[59 µM],?,14%,24%,-8%,-10%
O=C(NCCc1csc(-c2ccccc2)n1)c1cccs1,0%,-3%,4%,12%,1%,-3%,34%,?,-2%
O=C(NCCCN1CCOCC1)c1coc2ccccc2c1=O,?,1%,5%,12%[59 µM],6%,1%,37%,·,2%
CCOc1ccc(C2CC(c3ccc(F)cc3)n3ncnc3N2)cc1 (stereo unspecified),-12%,-11%,2%,2%,5%,-1%,48%[activator],-4%,-3%
COc1ccc(N2CC(NC(=O)N3CCN(C(=O)c4ccco4)CC3)CC2=O)cc1OC (stereo unspecified),22%,-11%,-7%,-2%,-1%,-11%,7%,-6%,·
Cc1cc(C)nc(-n2ncc3c2CC(c2ccc(F)cc2)CC3=O)n1 (stereo unspecified),31%[activator],-4%,-8%,-3%,-19%,-1%,47%[activator],2%,0%
Cc1nc(SC(C(=O)c2ccccc2)c2ccccc2)nc2ccccc12 (stereo unspecified),8%,-1%,0%,13%[59 µM],6%,5%,37%,6%,-4%
Cc1oc(-c2ccc(Cl)cc2)nc1CS(=O)CC(=O)NC(C)c1ccccc1 (stereo unspecified),9%,21%,-5%,-7%,-8%,-1%,53%[activator],-22%,0%
Cc1ccccc1Cn1cc(S(=O)(=O)c2ccc(C(C)C)cc2)c(=O)c2cc3c(cc21)OCO3,36%[activator],-4%,-9%,·,5%,2%,16%,·,·
COc1ccc(C(=O)NC2CC(C)(C)Cc3c2cnn3-c2ccccc2)c(OC)c1 (stereo unspecified),9%,-35%,-2%,·,5%,-2%,-7%,-13%,1%
O=C(CCCSc1nc2sc3c(c2c(=O)[nH]1)CCC3)NCCO,14%,-3%,-1%,-2%,11%,3%,34%,3%,1%

# Entries of single compounds from above. Order of screens: Pol iota inh	JMJD2A Tudor inh	PGK inhibitor	G9a block	GLS inhibitor	Pin1 inh	HP1b chromo inh	BAZ2B inh	BLM helicase inh
# COc1ccc(C(=O)NC2CC(C)(C)Cc3c2cnn3-c2ccccc2)c(OC)c1 (stereo unspecified) is listed with 9%	-35%	-2%	·	5%	-2%	-7%	-13%	1%
# O=C(Nc1cccs1)Nc1ccc(Br)cc1F is listed with 97%[activator]	-5%	-3%	-60%[59 µM]	?	14%	24%	-8%	-10%

# Given as labelled records: four of the compounds above.
Cc1ccccc1Cn1cc(S(=O)(=O)c2ccc(C(C)C)cc2)c(=O)c2cc3c(cc21)OCO3
- Pol iota inh: 36%[activator]
- JMJD2A Tudor inh: -4%
- PGK inhibitor: -9%
- G9a block: ·
- GLS inhibitor: 5%
- Pin1 inh: 2%
- HP1b chromo inh: 16%
- BAZ2B inh: ·
- BLM helicase inh: ·

O=C(NCCCN1CCOCC1)c1coc2ccccc2c1=O
- Pol iota inh: ?
- JMJD2A Tudor inh: 1%
- PGK inhibitor: 5%
- G9a block: 12%[59 µM]
- GLS inhibitor: 6%
- Pin1 inh: 1%
- HP1b chromo inh: 37%
- BAZ2B inh: ·
- BLM helicase inh: 2%

COc1ccc(N2CC(NC(=O)N3CCN(C(=O)c4ccco4)CC3)CC2=O)cc1OC (stereo unspecified)
- Pol iota inh: 22%
- JMJD2A Tudor inh: -11%
- PGK inhibitor: -7%
- G9a block: -2%
- GLS inhibitor: -1%
- Pin1 inh: -11%
- HP1b chromo inh: 7%
- BAZ2B inh: -6%
- BLM helicase inh: ·

COc1ccc(C(=O)NC2CC(C)(C)Cc3c2cnn3-c2ccccc2)c(OC)c1 (stereo unspecified)
- Pol iota inh: 9%
- JMJD2A Tudor inh: -35%
- PGK inhibitor: -2%
- G9a block: ·
- GLS inhibitor: 5%
- Pin1 inh: -2%
- HP1b chromo inh: -7%
- BAZ2B inh: -13%
- BLM helicase inh: 1%

# Next compounds
SMILES,Pol iota inh,JMJD2A Tudor inh,PGK inhibitor,G9a block,GLS inhibitor,Pin1 inh,HP1b chromo inh,BAZ2B inh,BLM helicase inh
O=c1[nH]c(=O)c2nc3c4ccccc4c4ccccc4c3nc2[nH]1,87%[activator],-32%[11.4 µM],-10%,40µM*,0%,?,-7%,56µM*,?
CCC1Oc2ccc(C)cc2N(CC(=O)NCc2cccs2)C1=O (stereo unspecified),3%,-9%,-8%,14%[59 µM],-3%,0%,44%[activator],-16%,-2%
COc1ccc(C(=O)NC(=S)NCc2ccc(-c3nc4ccccc4o3)cc2)cc1OC,-2%,-18%,-9%,-29%[2.33 µM],0%,2%,25%,-6%,-2%
CCN(CC(=O)Nc1c(F)cccc1F)C(=O)CNC(=O)c1ccc(C)s1,-3%,-1%,i,74%[activator],1%,0%,32%,-6%,-2%
CCn1c(=O)c(C(=O)CN2CCN(Cc3ccc4c(c3)OCO4)CC2)c(N)n(Cc2ccccc2)c1=O,50%[activator],-24%,6%,?,-3%,27%,33%,-20%,-1%
COc1ccc(CCC(=O)NCc2ccc3c(c2)CCN3C(=O)c2ccccc2)cc1,24%,-12%,-4%,-3%[59 µM],-2%,-3%,-6%,-5%,2%
CCOC(=O)c1cc(CC)sc1NC(=O)c1cc(OC)c(OC)c(OC)c1,-4%,82%[activator],-5%,46%[activator],7%,-5%,145%[activator],17%,-2%
CC(C)CC(NC(=O)C(CC(C)C)NC(=O)C(Cc1ccc(OCc2ccccc2)cc1)NC(=O)OC(C)(C)C)C(N)=O (stereo unspecified),-1%,-3%,-2%,-30%,-5%,-3%,2%,-1%,-6%
CCCC(CCC)C(=O)Nc1ccncc1,8%,4%,-8%,-20%[59 µM],-13%,-9%,22%,-19%,-3%
COCCNC(=O)c1cccc(OC2CCN(Cc3ccc(F)cc3OC)CC2)c1,-8%,-12%,-4%,·,5%,4%,18%,12%,-12%
CC(/C=N/NC(=O)c1ccco1)=C\c1ccccc1,6%,?,5%,-36%,-4%,-7%,15%,·,4%
CN1CCN(c2nc(-c3cccs3)cc(C(F)(F)F)n2)CC1,-2%,-24%,-8%,3%[12.7 µM],13%,0%,11%,-36%,1%
O=C(O)CCc1ccc(-c2ccc(Br)cc2)n1CC(=O)O,?,-25%,·,?,-3%,-4%,9%,?,-15%
Cc1nc(SCC(=O)NCc2ccc(F)cc2)c2c(=O)n(C)c(=O)n(C)c2n1,9%,-19%,5%,-15%[59 µM],-6%,13%,20%,19%,1%
COc1ccccc1NC(=O)c1ccc(NC(=O)CSc2ncccn2)cc1,14%,-16%,-3%,-29%,0%,1%,-5%,-18%,-2%
C[C@@H]1CN([C@@H](C)CO)C(=O)c2cc(NC(=O)CCC(F)(F)F)ccc2O[C@H]1CN(C)S(=O)(=O)c1ccc(Cl)cc1,4%,-30%,-3%,·,1%,1%,41%[activator],·,·
CC(=O)c1c(N=CN(C)C)nc(C)nc1-c1ccccc1,10%,1%,8%,19%,2%,3%,26%,-1%,-1%
CCN(CC)S(=O)(=O)c1ccc(C)c(NC(=O)CNc2cccc(S(=O)(=O)N3CCOCC3)c2)c1,37%[activator],-21%,3%,-22%,-10%,1%,9%,1%,·
COCCn1c(SCC(=O)Nc2ccc(NC(C)=O)cc2)nc2ccccc2c1=O,132%[activator],-7%,i,1%,-2%,1%,2%,17%,1%
CCc1c(C)sc2c1CCN(C(=O)Nc1ccc(F)c(Cl)c1)C2c1ccc(F)cc1 (stereo unspecified),?,-4%,i,7%[59 µM],-1%,-1%,18%,-21%,-9%
COc1ccc(OC)c(CCNC(=O)C(=O)Nc2ccc3nc4n(c(=O)c3c2)CCCCC4)c1,7%,-30%,4%,6%,3%,10%,-2%,-3%,0%
S=c1[nH]nc(-c2ccccn2)n1/N=C/c1ccco1,?,7.1µM*,0%,·,-7%,3%,23%,8.9µM*,-4%
CCS(=O)(=O)n1nc(C(=O)N2CCOCC2)nc1N,?,89µM*,-1%,?,-2%,-3%,25%,?,-9%

# Source: PubChem (National Center for Advancing Translational Sciences (NCATS))
